Source: PubChem BioAssay (several laboratories)
FAS-TE inh: FAS thioesterase domain inhibitors, primary screen, biochemical, fluorescence intensity, uHTS. Fatty acid synthase (Homo sapiens), P49327. recombinant FAS-TE, OMFH fluorogenic substrate, fluorescence endpoint. inhibition, % at 15 µM. 0.67% of 360,000 active. AID 602261, 2012;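 active = compounds whose normalised, plate-corrected inhibition of enzyme fluorescence in the single-dose primary screen is 50% or more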;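 also: 0% = DMSO with enzyme and 100% = substrate without enzyme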
Neddyl block: inhibitors of cullin neddylation, primary screen, biochemical, TR-FRET, uHTS, NAE and Ubc12. calls only at 25 µM. 0.58% of 360,000 active; in the data active = inhibition above about 36%
MsrA inhibitor: bovine MsrA enzyme inhibitors, primary screen, biochemical, absorbance, HTS. purified bovine MsrA, absorbance read-out. inhibition, % at 15.5 µM. 0.75% of 360,000 active; in the data active = inhibition above about 4.5%;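 also: 0% = vehicle wells with enzyme and 100% = reference inhibitor wells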
MsrA act: bovine MsrA enzyme activators, primary screen, biochemical, absorbance, HTS. Methionine sulfoxide reductase A (Bos taurus). purified bovine MsrA, absorbance read-out. activation, % at 10.6 µM. 0.3% of 360,000 active. AID 602163, 2012; in the data active = activation above about 7.5%;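 also: 0% = vehicle and 100% = reference activator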
MT1-MMP act inh: blockers of MT1-MMP proenzyme processing, primary screen, HT1080 RFP-PRO-GFP cells, GFP/RFP fluorescence; Matrix metalloproteinase-14 (Homo sapiens), P50281; GFP/RFP ratio fluorescence, overnight; percent of plate control window, DMSO zero; GFP/RFP ratio change, % at 20 µM; 0.061% of 360,000 active; AID 651647, 2012;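 active = GFP/RFP ratio change of at least 30% with cell ATP level not reduced by more than half and red fluorescence within 50% of control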; also: strong numbers were not always called active
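Assay system: HT1080 RFP-PRO-GFP cells. Benchmarks: DMSO vehicle wells and RFP-L50D-GFP reporter cell wells. Times: overnight cell settling, then overnight compound exposure, 37 °C, 5% CO2. Compound: 20 µM single dose, 1% DMSO. Read-out basis: GFP/RFP fluorescence ratio.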
Rin1 Abl inh: inhibitors of Rin1-Abl protein binding, primary screen, biochemical, TR-FRET; Tyrosine-protein kinase ABL1 (Homo sapiens) + Ras and Rab interactor 1 (Homo sapiens), …; inhibition, % at 7.35 µM; 0.4% of 360,000 active; in the data active = inhibition above about 5%, passing the limit was not always enough
Target sequence (P00519 whole entry, looked up): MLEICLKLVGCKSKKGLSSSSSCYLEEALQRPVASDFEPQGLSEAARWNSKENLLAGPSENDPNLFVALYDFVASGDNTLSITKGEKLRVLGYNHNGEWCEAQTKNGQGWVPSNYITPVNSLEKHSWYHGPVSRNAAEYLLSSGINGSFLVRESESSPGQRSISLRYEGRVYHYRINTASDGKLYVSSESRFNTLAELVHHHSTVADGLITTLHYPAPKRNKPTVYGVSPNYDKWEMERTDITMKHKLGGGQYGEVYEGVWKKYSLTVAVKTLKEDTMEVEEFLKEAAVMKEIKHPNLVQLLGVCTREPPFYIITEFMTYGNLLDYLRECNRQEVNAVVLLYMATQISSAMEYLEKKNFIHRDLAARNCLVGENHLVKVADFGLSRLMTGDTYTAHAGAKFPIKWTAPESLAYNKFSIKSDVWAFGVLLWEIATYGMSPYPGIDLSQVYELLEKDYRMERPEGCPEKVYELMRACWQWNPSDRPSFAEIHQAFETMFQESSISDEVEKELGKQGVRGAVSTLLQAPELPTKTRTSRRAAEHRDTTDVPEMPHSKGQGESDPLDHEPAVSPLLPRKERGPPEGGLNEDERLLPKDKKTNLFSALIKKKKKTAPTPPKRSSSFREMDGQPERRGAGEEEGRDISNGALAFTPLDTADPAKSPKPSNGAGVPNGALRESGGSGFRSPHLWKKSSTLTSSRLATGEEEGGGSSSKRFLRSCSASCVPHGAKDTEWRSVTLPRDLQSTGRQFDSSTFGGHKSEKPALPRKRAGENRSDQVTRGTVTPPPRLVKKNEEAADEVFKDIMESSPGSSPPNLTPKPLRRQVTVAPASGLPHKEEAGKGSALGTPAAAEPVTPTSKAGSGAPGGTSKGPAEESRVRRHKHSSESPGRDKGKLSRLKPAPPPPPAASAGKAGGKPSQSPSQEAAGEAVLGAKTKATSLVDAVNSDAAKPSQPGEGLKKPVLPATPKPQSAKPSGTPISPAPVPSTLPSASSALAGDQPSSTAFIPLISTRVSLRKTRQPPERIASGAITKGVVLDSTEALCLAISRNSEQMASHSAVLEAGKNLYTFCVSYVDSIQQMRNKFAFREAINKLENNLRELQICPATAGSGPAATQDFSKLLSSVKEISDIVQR
Target sequence (Q13671 whole entry, looked up): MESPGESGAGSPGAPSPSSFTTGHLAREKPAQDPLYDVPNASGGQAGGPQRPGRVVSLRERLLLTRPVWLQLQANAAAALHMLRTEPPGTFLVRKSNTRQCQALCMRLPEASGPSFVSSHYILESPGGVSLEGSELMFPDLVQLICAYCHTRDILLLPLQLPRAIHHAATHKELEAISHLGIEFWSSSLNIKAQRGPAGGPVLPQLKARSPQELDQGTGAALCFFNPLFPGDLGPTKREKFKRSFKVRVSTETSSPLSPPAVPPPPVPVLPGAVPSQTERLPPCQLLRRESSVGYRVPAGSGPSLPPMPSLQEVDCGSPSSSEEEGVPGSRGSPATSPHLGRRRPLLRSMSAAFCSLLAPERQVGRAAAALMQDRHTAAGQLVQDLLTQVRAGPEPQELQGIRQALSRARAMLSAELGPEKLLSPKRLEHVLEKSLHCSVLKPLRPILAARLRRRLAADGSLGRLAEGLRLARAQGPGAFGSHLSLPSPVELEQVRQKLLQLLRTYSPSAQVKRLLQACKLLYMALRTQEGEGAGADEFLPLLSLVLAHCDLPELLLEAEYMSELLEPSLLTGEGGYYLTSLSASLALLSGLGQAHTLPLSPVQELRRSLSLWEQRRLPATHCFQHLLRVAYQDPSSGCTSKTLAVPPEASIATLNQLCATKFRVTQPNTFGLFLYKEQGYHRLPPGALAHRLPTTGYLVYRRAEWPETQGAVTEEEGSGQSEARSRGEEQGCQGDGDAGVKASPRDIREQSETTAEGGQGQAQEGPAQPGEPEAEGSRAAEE
SKN-1 inh: suppressors of acrylamide-induced Pgst-4::GFP reporter in worms, primary screen, SKN-1 inhibitor project, whole organism, uHTS, GFP/RFP fluorescence ratio, strain VP596 | C. elegans VP596 Pgst-4::GFP/RFP ratio, 24 h | inhibition, % at 21.8 µM | 0.49% of 360,000 active | AID 624304, 2012;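 active = interference check ratio from 0.5 to 1.5 plus GFP to RFP signal ratio inhibition reaching or exceeding a fixed threshold, cut at about 30% in these data, passing the limit was not always enough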; also: some compounds called inactive have numbers as strong as hits
NRP1-CendR mod: modulators of CendR peptide binding to NRP-1, primary screen, biochemical, fluorescence polarization, uHTS; Neuropilin-1 (Homo sapiens), O14786; FAM-RPARPAR peptide binding to NRP-1; inhibition, % at 25 µM; 0.85% of 360,000 active; AID 602438, 2012;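 active = inhibition or corrected inhibition above about 18%, plus a signal ratio from 0.5 to 1.5, limit read from the data, passing the limit was not always enough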; also: strong numbers were not always called active
eLon inh: inhibitors of E. coli Lon protease, primary screen, biochemical, fluorescence polarization; 0.42% of 360,000 active; inhibition, % at 7.94 µM; P0A9M0; purified E. coli Lon protease; in the data active = inhibition above about 13%, passing the limit was not always enough;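 also: 0% = enzyme with probe and DMSO and 100% = no enzyme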
Active calls of the source: *; i = inactive; · = no result given. Not all compounds are listed; count on the stated rates, not on these rows.

Sequence of screens – FAS-TE inh | Neddyl block | MsrA inhibitor | MsrA act | MT1-MMP act inh | Rin1 Abl inh | SKN-1 inh | NRP1-CendR mod | eLon inh
> COP(=O)(/C=C(\Cl)c1ccccc1)/C=C(\Cl)c1ccccc1
 : 0 | i | -0.8 | 0 | 7 | 4 | 10 | 10 | 5
> CN1C(=O)C2C[C@@]3(Br)c4ccccc4N(OOSc4ccccc4)[C@H]3N2C(=O)[C@@H]1Cc1ccccc1 (stereo partly specified)
 : 30 | i | 1.2 | 0 | -4 | -1 | -6 | -2 | -3
> Clc1ccccc1CN1CCN(c2ccccc2Cl)CC1
 : 13 | i | -0.7 | -9 | 4 | 2 | 4 | -10 | -6
> CCOc1ccc2nc(N3CCC(C(=O)N4CCC5(CC4)OCCO5)CC3)sc2c1
 : 0 | i | 1.6 | -1 | 0 | 4 | 12 | -5 | 12
> COC(=O)C1=C(c2ccc(F)cc2OCc2ccccc2)C[C@@H]2CC[C@H]1N2C(=O)NC1CC1
 : -4 | i | 0.0 | -12 | 6 | 1 | 0 | 12 | 3
> CCOP(=O)(OCC)C(NC(=O)c1cccc([N+](=O)[O-])c1)C(Cl)(Cl)Cl (stereo unspecified)
 : 3 | i | -0.2 | -11 | 4 | 0 | -4 | 8 | 10
> O=C1NC(=S)NC(=O)C1C1CCCCC1
 : -4 | i | -0.9 | -4 | -2 | -3 | -12 | 12 | -6
> COc1cc2c(cc1OC)C13CCN4CC5=CCOC6CC(=O)N2C1C6C5CC43 (stereo unspecified) (tested in a mixture with another compound)
 : -6 | i | -0.1 | -6 | -2 | 2 | 14 | 6 | 3
> COC(=O)C1=C(c2cccc(C#N)c2)C[C@@H]2CC[C@H]1N2C(=O)NC1CCCCC1
 : -6 | i | 1.5 | -1 | 1 | 3 | 0 | 4 | 6
> CC(C)(C)c1ccc(OC(=O)N2CCCCC2)cc1
 : 9 | i | 2.0 | -1 | 3 | 2 | 11 | -14 | -5
> CCC1(c2ccccc2)C(=O)N(C)C(=O)N(C)C1=O
 : -4 | i | 0.9 | -1 | 1 | -1 | 14 | -6 | -3
> C[C@@H]1CC2C3CC=C4C[C@@H](O)CC[C@]4(C)C3CC[C@]2(C)[C@H]1O (stereo partly specified)
 : 4 | i | 0.8 | -1 | 5 | -1 | -1 | 1 | -1
> CC(=O)OC1(c2ccccc2)CC(C(C)(C)C)CN(C(C)(C)C)C1 (stereo unspecified)
 : -15 | i | 0.5 | 0 | -4 | 2 | 6 | 5 | -4
> COC(=O)C(C)Oc1cc(C)cc2oc(=O)c3c(c12)CCCC3 (stereo unspecified)
 : 12 | · | 1.1 | -2 | 3 | -1 | 2 | 8 | -2
> CCCOc1ccc(N2C(=O)CC(N3CC=C(c4ccccc4)CC3)C2=O)cc1 (stereo unspecified)
 : 3 | i | 0.1 | -2 | -1 | 5 | -16 | -12 | -3
> Brc1cccc(CNCCc2ccc3c(c2)OCO3)c1
 : 2 | i | 0.2 | -1 | -1 | -2 | -1 | 10 | 6
> O=c1[nH]c(=S)[nH]c(O)c1N=Nc1ccc(S(=O)(=O)N2CCOCC2)cc1
 : 0 | i | 0.6 | 0 | 5 | -7 | -5 | -5 | -2
> c1ccc([C@@H]2CO2)cc1
 : -3 | i | · | -4 | 1 | 1 | 9 | 0 | 0
> CC(=O)N1CCN(CC(=O)Nc2ccc(C#N)c(Cl)c2)CC1
 : 2 | i | 0.3 | -4 | 0 | -1 | 2 | 4 | 3
> N#CC(C#N)=NNc1ccc(-n2ccc(C(F)(F)F)n2)cc1
 : 18 | i | 0.3 | -4 | -13 | 1 | 20 | 1 | 1
> Cc1ccc(C[n+]2c(-c3ccc(C)cc3)cc(-c3ccc(C)cc3)cc2-c2ccc(C)cc2)cc1
 : -10 | · | · | -2 | -35 | -2 | -8 | 7 | -2
> Cc1cccc(CSc2nc3c(cc2C#N)CN(C)CC3)c1
 : -5 | i | 1.1 | -2 | -1 | 4 | 8 | -4 | 4
> c1cc2c(cc1NC1=NCCO1)CCCC2
 : -58 | i | 0.3 | -5 | 3 | 4 | -13 | 0 | -3
> COc1ccc(CN2CCN(Cc3ccccc3F)CC2)cc1
 : 2 | i | -0.6 | -2 | 1 | 0 | 11 | 11 | -9
> CCc1ccc(N2C(=O)NC(=O)C(Cc3ccc(OC)cc3OC)C2=O)cc1 (stereo unspecified)
 : -1 | i | -0.2 | -1 | -1 | 2 | -4 | 15 | -17
> C[C@@H]1O[C@@H](O[C@H]2C[C@@H](O)[C@]3(CO)[C@H]4[C@H](O)C[C@]5(C)[C@@H](C6=CC(=O)OC6)CC[C@]5(O)[C@@H]4CC[C@]3(O)C2)[C@H](O)[C@H](O)[C@H]1O
 : 0 | i | · | -4 | -41 | -5 | -14 | -7 | -6
> C[C@@H](N)Cc1cnc[nH]1
 : -8 | i | 1.4 | -1 | 4 | -1 | -2 | -2 | -1
> CSc1nc(N)c(N=Nc2ccc([As](=O)(O)O)cc2)c(=O)[nH]1
 : 54* | i | 82* | -6 | 2 | 3 | 3 | 1 | -6
> CCOC(=O)C(NC(=O)CCl)(Nc1ccc(C(O)(C(=O)OCC)C(F)(F)F)cc1)C(F)(F)F (stereo unspecified)
 : -3 | i | -0.3 | -3 | 1 | 1 | 1 | 6 | -5
> Cc1ccc(-c2nn(Cc3ccccc3)cc2C=O)cc1C
 : 17 | i | 2.8 | -5 | -5 | -2 | 8 | 0 | 3

Remaining list, next part.
Sequence of screens – FAS-TE inh | Neddyl block | MsrA inhibitor | MsrA act | MT1-MMP act inh | Rin1 Abl inh | SKN-1 inh | NRP1-CendR mod | eLon inh
> COC(=O)C1=C(c2cccc(OCc3ccccc3)c2)C[C@@H]2CC[C@H]1N2C(=O)NCCc1ccc(F)cc1
 : 16 | i | 0.4 | -2 | -4 | -4 | 4 | 12 | -3
> CN1C2CCC1CC(OC(=O)c1ccc([N+](=O)[O-])cc1)C2 (stereo unspecified)
 : -8 | i | 0.4 | -6 | -4 | 0 | -8 | -1 | 2
> CCOC(=O)c1c(C)[nH]c(C(=O)C(Cc2ccccc2)N(C)C)c1C (stereo unspecified)
 : -2 | i | 1.8 | -1 | -19 | -3 | 2 | 2 | -1
> CCCCn1c(=O)c(C(=O)Nc2ccccc2Cl)c(O)c2ccccc21
 : 15 | i | -1.3 | -5 | -2 | -3 | -8 | 8 | 0
> O=C(c1ccc2c(c1)OCO2)C1CCCN(Cc2ccc(F)c(F)c2)C1 (stereo unspecified)
 : 18 | i | -0.2 | -2 | -1 | -3 | 0 | 1 | -2
> O=C1C=C(N2CC2)c2ccccc2C1=O
 : 9 | i | -0.4 | 2 | 19 | -6 | 37* | 25* | 9
> O=c1c2ccccc2nc(/C=C\c2ccccc2[N+](=O)[O-])n1-c1ccccc1O
 : 14 | i | -0.1 | -2 | -6 | -3 | -14 | 9 | 1
> CC1N(O)C2CCCCCC2N1O (stereo unspecified)
 : -1 | i | 0.9 | -3 | 2 | 2 | 9 | 13 | -4
> COc1ccc(C2=NCc3nnc(C)n3-c3ccc(Cl)cc32)cc1Cl
 : 0 | i | 0.5 | -2 | 12 | -6 | -15 | 12 | 3
> Cn1cc(/C=C2\C(=O)NC(=O)N(c3ccccc3)C2=O)c2ccccc21
 : -6 | i | 0.6 | -3 | -7 | -1 | -5 | 120 | -85
> CC(=NCCCn1ccnc1)c1c(O)n(C2CCCCC2)c(=O)[nH]c1=O
 : -8 | i | 1.2 | -2 | 4 | -2 | 9 | 11 | 7
> CCN(CCNc1ccc([N+](=O)[O-])c2cccnc12)S(=O)(=O)c1ccc(Cl)cc1
 : 21 | i | 0.7 | 3 | 9 | -2 | -14 | -2 | -2
> C=CCn1c(O)c(/C(C)=N/N2CCN(C)CC2)c(=O)[nH]c1=O
 : 1 | i | 0.3 | -10 | 4 | 0 | -13 | -9 | -1
> O=P1(Oc2ccccc2)OCCCS1 (stereo unspecified)
 : -8 | i | 0.6 | -2 | 1 | -1 | -7 | -3 | -1
> COc1ccc(OC)c(N=Cc2c(O)n(Cc3ccccc3)c(=S)[nH]c2=O)c1
 : -2 | i | 0.6 | -7 | -3 | -3 | 7 | 103 | -23
> CCP(=S)(CC)c1ccc(N(C)C)cc1
 : -8 | i | -0.7 | -6 | 3 | 3 | -1 | -5 | -2
> O=C(NCc1cccnc1)NC1CCCCC1
 : -10 | i | -0.5 | -3 | 6 | 1 | 9 | 2 | -3
> COc1ccc(CN2CCN(C(=O)Cc3ccccc3)CC2)cc1Br
 : -1 | i | -0.8 | 0 | 2 | 0 | 3 | -1 | -1
> CC(=O)OC1N=C(c2ccccc2Cl)c2cc(Br)ccc2NC1=O (stereo unspecified)
 : 0 | i | 0.4 | -4 | 3 | 1 | 5 | 0 | 0
> COc1ccccc1CNC(=O)CCC(=O)N1C[C@H]2C[C@@H](C1)c1cccc(=O)n1C2
 : -3 | i | 0.4 | -4 | -3 | -2 | 2 | 0 | -6
> COC(=O)C1=C(c2ccc(F)cc2OCc2ccccc2)C[C@@H]2CC[C@H]1N2C(=O)NCc1ccc(C)cc1
 : 11 | i | 0.6 | -9 | -8 | 2 | -1 | 6 | -10
> S=P(NC1CCCCC1)(N1CC1)N1CC1
 : -6 | i | 0.0 | -3 | -7 | 4 | 4 | 7 | 2
> CCC(=O)N1N=C(c2c(O)n(CCc3ccccc3)c(=O)[nH]c2=O)CC1c1ccc(OC)c(OC)c1 (stereo unspecified)
 : 15 | i | 0.9 | -3 | 6 | -5 | -10 | 11 | -6
> CN1CCN(S(=O)(=O)c2ccc(Cl)nc2)CC1
 : -13 | i | 0.4 | -4 | -1 | 0 | -7 | -9 | 2
> C[C@]12CCC3C(CC[C@H]4C[C@@H](O)CC[C@]34C)[C@H]1CC[C@H]2O (stereo partly specified)
 : -10 | i | -0.7 | 2 | 3 | -1 | 3 | 5 | -6
> Cn1cccc1/C=C1\C(=O)NC(=O)N(Cc2ccco2)C1=O
 : -7 | i | 0.2 | -4 | -11 | 2 | -2 | -30 | -44
> O=C(NCC(c1cccnc1)N1CCN(c2ccccc2F)CC1)Oc1ccccc1 (stereo unspecified)
 : -4 | i | 1.0 | 0 | -1 | 3 | 1 | -8 | 4
> COC(=O)C1=C(c2ccccc2OCc2ccccc2)C[C@@H]2CC[C@H]1N2C(=O)NCCOc1ccccc1
 : 21 | i | 1.2 | 1 | -3 | -1 | 1 | 5 | 3
